# Source: PubChem BioAssay (National Center for Advancing Translational Sciences (NCATS))
# D1 agonist = agonists of human D1 dopamine receptor; HEK293 T-REx D1 cells, calcium flux, agonist mode; activation, % at 2 µM; 1% of 360,000 active; AID 504660; in the data active = activation above about 30%; note: 0% is about no effect
# Target sequence (P21728 whole entry, looked up): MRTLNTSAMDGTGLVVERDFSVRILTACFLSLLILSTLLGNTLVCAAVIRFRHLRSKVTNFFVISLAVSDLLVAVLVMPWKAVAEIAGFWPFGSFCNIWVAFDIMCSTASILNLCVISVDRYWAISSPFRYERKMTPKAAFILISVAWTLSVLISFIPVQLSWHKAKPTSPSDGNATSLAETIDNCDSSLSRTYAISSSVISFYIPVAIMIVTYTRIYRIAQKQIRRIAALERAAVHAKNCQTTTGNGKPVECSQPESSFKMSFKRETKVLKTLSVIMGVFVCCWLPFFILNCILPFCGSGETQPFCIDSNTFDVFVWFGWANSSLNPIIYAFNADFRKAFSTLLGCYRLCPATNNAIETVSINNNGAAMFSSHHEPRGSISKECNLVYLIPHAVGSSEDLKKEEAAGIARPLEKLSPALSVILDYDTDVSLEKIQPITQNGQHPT
#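 Inducible HEK293 T-REx D1 cells, force-coupled to calcium signalling, were plated at 4000 cells/well with tetracycline and held overnight at 30 C. After no-wash calcium dye loading, compound-evoked calcium rise over 180 s flagged agonists.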
# D1 potentiator = potentiators of human D1 dopamine receptor | P21728 | HEK293 TREx D1 cells, calcium flux, dopamine EC20 potentiation | potentiation, % at 10 µM | 0.036% of 360,000 active; in the data active = potentiation above about 30%; note: 0% is about no effect
# TRHR enhancer = allosteric enhancers of human TRH receptor; TRHR cells, fluo-8 calcium fluorescence, EC20 TRH enhancement; enhancement, % at 2 µM; 0.66% of 360,000 active; AID 493056; in the data active = enhancement above about 30%; note: 0% is about no effect
# Target sequence (P34981 whole entry, looked up): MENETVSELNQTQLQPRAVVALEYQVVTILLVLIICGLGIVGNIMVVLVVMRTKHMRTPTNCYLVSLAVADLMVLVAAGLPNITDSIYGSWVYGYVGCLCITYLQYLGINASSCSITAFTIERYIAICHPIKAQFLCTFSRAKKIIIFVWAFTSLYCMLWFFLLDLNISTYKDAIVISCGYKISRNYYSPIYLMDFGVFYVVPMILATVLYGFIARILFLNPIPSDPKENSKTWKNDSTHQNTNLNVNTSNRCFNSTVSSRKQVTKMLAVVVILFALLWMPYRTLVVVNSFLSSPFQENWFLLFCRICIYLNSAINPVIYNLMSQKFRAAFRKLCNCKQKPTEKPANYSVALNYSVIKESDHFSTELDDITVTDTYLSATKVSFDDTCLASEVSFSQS
#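 TRHR-expressing cells loaded with fluo-8 calcium dye were read kinetically (ex 480/em 530) during compound addition, then stimulated with an EC20 of TRH (10 nM final). Enhancement of the Gq-mediated intracellular calcium response was scored.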
# RXFP1 agonist = RXFP1 (human) receptor agonism; Q9HBX9; HEK293T-RXFP1 cAMP TR-FRET, 30 min; response scale: percent of porcine relaxin response, buffer zero; Potency, µM (series often up to 57.5 µM), for inactives: at the top dose activation, usual class: activators; 0.3% of 370,000 active; active = well fitted activation curve with a large enough effect; inconclusive = small, poorly fitted or top-dose-only effect; note: potency is the fitted concentration of half-maximal effect; % is set by controls: 0 for no effect and ±100 for the full control effect; nearly all actives have a fitted effect of over 60% in size; many of its hits are not listed in these tables
#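 cAMP rise read by TR-FRET after 30 min, 37C compound exposure (up to 58 uM) in RXFP1-transfected HEK293 cells with Ro 20174 present. EC50 from Hill-equation fits, with 29 nM porcine relaxin as 100% and buffer as basal.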
# D2 PAM = D2 dopamine receptor (human) potentiation; AID 485347; potentiation, % at 10 µM; 0.34% of 340,000 active; HEK293 T-REx D2, calcium flux, EC20 dopamine potentiation; P14416;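 active = potentiation over 3 SD above the plate norm, cut at about 30% in these data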; note: 0% is about no effect
#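 Primary screen. Calcium kinetics in induced HEK293 T-REx D2 cells: compound pre-addition 180 s, EC20 dopamine, 180 s more.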
# D2 antag = D2 dopamine receptor (human) antagonism; P14416; HEK293 TREx D2 cells, calcium flux, dopamine EC80; inhibition, % at 10 µM; 2% of 340,000 active; AID 485344; in the data active = inhibition above about 30%; note: 0% is about no effect
#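 Compounds are added to dye-loaded, induced HEK293 T-REx cells coupled to calcium release via D2; after a 3 min kinetic read an EC80 dopamine stimulus is given and fluorescence is recorded for 3 more min.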
# D1 antagonist = human D1 dopamine receptor antagonism. P21728. HEK293 TREx D1 cells, calcium flux, dopamine EC80; active compounds read low. activity change, negative = inhibition, % at 10 µM. 3.2% of 360,000 active. AID 504652; in the data active = activity change below about -30%; note: % is set by controls: 0 for no effect and ±100 for the full control effect
#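 Compound effects on dopamine-evoked calcium signalling were measured in tetracycline-induced HEK293 Trex D1 cells. Dopamine at EC80 followed a 180 s compound pre-read, and fluorescence was tracked kinetically for 180 s more.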
# D2 ag = D2 dopamine receptor (human) agonism. activation, % at 2 µM. 0.53% of 340,000 active. HEK293 T-REx D2 cells, calcium flux agonist mode. AID 485358. P14416;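 active = activation over 3 SD above normal in the single-dose calcium agonist read, cut at about 30% in these data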; note: 0% is about no effect
#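 Agonism scored from kinetic calcium signal (1 read/sec, 180 s) following compound pin transfer, after a 10 s baseline. Cells: HEK293 Trex line expressing inducible D2 receptor coupled to calcium, dye-loaded after overnight culture at 30 C.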
# RXFP1 antagonist = RXFP1 (human) relaxin receptor antagonism; Q9HBX9; HEK293-RXFP1, relaxin-stimulated cAMP HTRF, 30 min; active compounds read low; activity change, negative = inhibition, % at 57.5 µM; 0.59% of 350,000 active; AID 1259400;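 active = activity change of -60% or lower, but not beyond a set lower limit; inconclusive = change between -60% and -40%, or beyond the set limit; inactive = change above -40%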; note: % is set by controls: 0 for no effect and ±100 for the full control effect
# * = called active by the depositor; ? = inconclusive; . = not tested or not shown; & = joins results of further samples; ! = a repeat was not active. Only part of the results is shown. The share of hits here may be higher or lower than overall.
SMILES,D1 agonist,D1 potentiator,TRHR enhancer,RXFP1 agonist,D2 PAM,D2 antag,D1 antagonist,D2 ag,RXFP1 antagonist
O=C(NCCCN1CCCC1=O)C1CCN(S(=O)(=O)c2c(Cl)cccc2Cl)CC1,4,2,-9,0.2%,3,-4,0,-0.3,-8
O=C(NCCc1ccccc1)c1ccc([N+](=O)[O-])cc1,6,0,-7,2.8%,-10,1,-27,0.5,-8
CCCCC(Sc1nc(C)c(Cc2ccccc2)c(=O)[nH]1)C(=O)O (stereo not drawn),5,12,-1,-0.8%,10,13,-10,0.0,6
CCOC(=O)C1=C(CSc2n[nH]c(N)n2)NC(=O)NC1C (stereo not drawn),2,0,-5,2.1%,-1,23,1,0.4,-6
Cc1noc(C)c1S(=O)(=O)N1CCCC(C(=O)N2CCN(C3CCCCC3)CC2)C1 (stereo not drawn),-2,4,-8,-0.9%,14,-22,7,1.4,-4
Cc1ccc(C2(c3ccccc3)NC(=O)N(CC(=O)NC3CCCCC3)C2=O)cc1C (stereo not drawn),4,-3,-7,0.6%,4,-10,-9,0.2,-26
O=C(COc1cccc2cccnc12)N/N=C/c1cccn1-c1ccc(F)cc1,2,2,-1,6.0%,10,-2,8,0.0,?
CCC1C(=O)NCCN1C(=O)c1cccc(OC2CCN(S(=O)(=O)N(C)C)CC2)c1 (stereo not drawn),2,-2,4,-0.1%,4,-10,5,0.3,?
N#Cc1ccc(NC2=NS(=O)(=O)c3ccccc32)cc1,5,-1,-1,21%,.,.,-6,.,4
COc1ccccc1CN1CCNC(=O)C1CC(=O)NCCc1cnccn1 (stereo not drawn),2,-2,1,-0.6%,0,0,-11,0.5,-8
O=C(Nc1cccc(Cl)c1)C1CCCN(c2nn3cc(-c4ccc(F)cc4)nc3s2)C1 (stereo not drawn),2,5,7,2.6%,4,.,7,1.2,-29
COc1ccc(-n2nc3c(N4CCC(C(=O)NCCc5ccccc5C)CC4)nnc(C)c3c2C)cc1,3,13,7,23%,10,6,12,-1.5,12
Cc1cc(NS(=O)(=O)c2c(C)c(C)cc(C)c2C)no1,2,-6,-3,2.2%,-3,-21,-12,0.1,-1
CCOC(=O)N1CCC(NC(=O)CCS(=O)(=O)c2ccc3c(c2)CCN3C(=O)CC)CC1,2,-3,9,1.7%,-21,73*,-9,66*,-6
CCOC(=O)c1ccc(OC(=O)c2cn(-c3ccc(C)cc3)c(=O)c3ccccc23)cc1,2,6,-14,-0.4%,15,.,18,1.5,-29
CCCCC(=O)N/N=C/c1cc([N+](=O)[O-])ccc1N1CCOCC1,0,-2,-2,0.5%,-4,9,-1,2.6,-7
COc1ccc(NC(=O)CNC(=O)Cn2c(C)cc3ccccc3c2=O)c(OC)c1,-3&1,-4&0,-5&1,8.7%&6.2%,2&-2,-15,5&-8,-0.5,-9
O=c1c2cc(Cl)cc(Cl)c2nc2n1CCC2,-2,1,-4,5.7%,0,7,-1,-0.1,-7
O=C(NCCCN1CCOCC1)c1ccc(CSCc2cccc(Cl)c2)o1,4,-4,-1,-1.1%,.,14,5,0.0,4
O=C(Nc1ccc(F)c(Cl)c1)C1CCCN(c2cnccn2)C1 (stereo not drawn),2&3,0&5,-1&0,2.6%&-1.1%,32*!,8,8&-3,0.1&0.0,4&-7
CNC(=O)NC(=O)CSc1ncc(C(F)(F)F)cc1Cl,2,0,-4,0.2%,.,.,-12,.,7
Cc1ccc(S(=O)(=O)N2[C@@H](c3ccccc3F)C(C(=O)O)=CC[C@H]2c2cccc(Cl)c2)cc1,0,2,-2,-1.0%,4,3,3,0.2,.
COc1ccc2c(c1)C(=O)CC(c1ccc3c(c1)OCCO3)O2 (stereo not drawn),6,-8,-1,1.0%,6,-5,-12,-0.7,-28
CC(C)C[C@@]12C(=O)N(c3cccc(Cl)c3)C(=O)N1[C@H](c1ccc(F)cc1)[C@@H]1C(=O)N(C3CCCCC3)C(=O)[C@@H]12,4,-7,-3,0.1%,17,-11,-13,0.6,.
CCCC(O)c1nc2ccccc2n1CCCOc1ccc(Cl)cc1 (stereo not drawn),1,-2,-1,-0.9%,-1,.,6,-0.1,.
CCOCCCn1cnc2c3cc(F)ccc3n(C)c2c1=O,0,4,-3,7.8%,-4,1,-6,1.8,-2
COc1ccccc1NS(=O)(=O)c1cc(C(=O)N2CC(C)CC(C)C2)ccc1C (stereo not drawn),-1,-4,-7,2.1%,1,4,-8,0.1,-15
CC(C)(C)c1ccc(-c2nc3cc(NC(=O)c4cc5ccccc5o4)ccc3o2)cc1,0,0,23,-0.7%,4,.,1,-0.9,-4
Cc1cccc2nc(C(=O)Nc3cc(Cl)ccc3-n3cncn3)cn12,2,-10,6,3.4%,-11,-11,13,0.4,-1
Cc1ccc(NC(=S)N(C)C)cc1C,0,-5,0,0.1%,0,0,-1,0.9,7
O=C1c2ccccc2C(=O)N1CSc1nnc(Nc2ccccc2)s1,-1,-3,-4,1.5%,-7,12,.,-0.9,-8
O=C1c2cccc3cccc(c23)C(=O)N1c1ccc2ncccc2c1,2,-3,-5,1.0%,8,-2,-4,2.4,9
O=C(Cc1cccs1)Nc1cccc(-c2nc3cc4ccccc4cc3[nH]2)c1,0,-5,-2,3.3%,9,3,-38*,1.0,12
COc1ccccc1C(CNC(=O)c1oc2ccccc2c1C)N1CCCC1 (stereo not drawn),8,-4,1,2.5%,-19,8,-15,0.5,-3
CCOC(=O)c1ccc(NC(=O)CNC(=O)c2ccccc2)cc1,1,-2,0,0.6%,9,0,-2,0.5,20
O=C1Nc2cccnc2N(C(=O)CCl)c2ccccc21,0,-2,-4,-0.8%,-1,3,5,0.9,18
CCN1C(=O)c2ccccc2Sc2ccc(NC(=O)COc3ccc(Cl)cc3)cc21,1,-6,10,1.7%,1,.,-14,1.1,-9
CCN1CCN(C(=O)Cn2ncc3c4ccccc4n(Cc4c(C)cc(C)cc4C)c3c2=O)CC1,4,-1,9,-0.2%,1,.,10,-0.8,-36
O=C(c1cccnc1)N1CCN(Cc2ccc3ccccc3c2)CC1,6,0,1,0.5%,2,16,-5,-0.9,-1
O=C(CCCNS(=O)(=O)c1ccc(Cl)c(Cl)c1)NCCc1ccccn1,3,-2,4,-1.2%,-6,-15,0,2.0,-2
C[C@H](NC(=O)OC(C)(C)C)C(=O)NCC1CCC(C(=O)O)CC1 (stereo partly drawn),0,4,15,-1.6%,8,15,4,0.2,15
COc1cc(CCC(=O)OCC(=O)Nc2ccc(F)c(F)c2)cc(OC)c1OC,8,1,-6,-1.3%,3,19,-16,-1.4,-3
COc1cc(OC)cc(-c2c(C#Cc3ccsc3)c3cc(-c4ccc(C(N)=O)cc4)ccc3n2C)c1,1,4,0,0.7%,15,2,.,2.9,.
Cc1ccc(-n2c(SCC(=O)N3CCCCC3)nc(O)cc2=O)cc1,0,3,-3,0.3%,-3,-1,-19,-0.2,-7
COc1ccc(NC(=O)CN2C(=O)C3(SCC(=O)N3c3ccccc3)c3ccccc32)cc1Cl (stereo not drawn),7,-7,11,1.0%,6,.,-1,0.1,.
O=C(CNC(=O)c1ccncc1)OC(C(=O)Nc1cc(C(F)(F)F)ccc1Cl)c1ccccc1 (stereo not drawn),1,5,3,.,.,.,21,.,.
Cc1ccc(S(=O)(=O)Nc2ccccc2CNc2ncc(Br)cc2Br)cc1,2,-2,-2,-1.0%,8,-5,4,0.6,.
CN(C)S(=O)(=O)Oc1cccc(C(=O)Nc2ccc(Cl)c(Cl)c2)c1,11,-4,-1,0.0%,-14,0,-27,0.8,-6

# Complete entries as entered above. Order of screens: D1 agonist | D1 potentiator | TRHR enhancer | RXFP1 agonist | D2 PAM | D2 antag | D1 antagonist | D2 ag | RXFP1 antagonist
# `COc1ccc(NC(=O)CNC(=O)Cn2c(C)cc3ccccc3c2=O)c(OC)c1` is listed with -3&1 | -4&0 | -5&1 | 8.7%&6.2% | 2&-2 | -15 | 5&-8 | -0.5 | -9
# `CCOC(=O)C1=C(CSc2n[nH]c(N)n2)NC(=O)NC1C` (stereo not drawn) is listed with 2 | 0 | -5 | 2.1% | -1 | 23 | 1 | 0.4 | -6
# `CCOC(=O)N1CCC(NC(=O)CCS(=O)(=O)c2ccc3c(c2)CCN3C(=O)CC)CC1` is listed with 2 | -3 | 9 | 1.7% | -21 | 73* | -9 | 66* | -6

# By substructure: those above with a thiophene ring, fused or not.
SMILES,D1 agonist,D1 potentiator,TRHR enhancer,RXFP1 agonist,D2 PAM,D2 antag,D1 antagonist,D2 ag,RXFP1 antagonist
O=C(Cc1cccs1)Nc1cccc(-c2nc3cc4ccccc4cc3[nH]2)c1,0,-5,-2,3.3%,9,3,-38*,1.0,12
COc1cc(OC)cc(-c2c(C#Cc3ccsc3)c3cc(-c4ccc(C(N)=O)cc4)ccc3n2C)c1,1,4,0,0.7%,15,2,.,2.9,.

# Continued.
SMILES,D1 agonist,D1 potentiator,TRHR enhancer,RXFP1 agonist,D2 PAM,D2 antag,D1 antagonist,D2 ag,RXFP1 antagonist
CCCCN1c2ccccc2N(CCCO)c2cc(C)nnc21,1,-2,0,-3.9%,18,4,-3,-0.1,2
COc1cccc(-c2ccc(-c3noc(-c4ccccc4Br)n3)c(OC)n2)c1,6,-1,-2,?,11,.,2,-0.5,-13
Cc1cc2c(=O)n(C)c(SCC(=O)Nc3ccccc3)nc2s1,3,-4,-4,-1.4%,.,-1,4,1.2,-3
COC(=O)CC1(c2ccc(OC)cc2)C(=O)c2ccccc2C1=O,4,4,-2,1.3%,3,0,5,0.7,1
Cn1c(=O)c2cc(S(=O)(=O)NC(C(=O)NC3CCCCC3)c3ccccc3)ccc2n(C)c1=O (stereo not drawn),1,-3,0,16%,-7,-4,5,1.2,.
Cc1ccc(Cl)cc1NC(=O)c1oc2ccc(S(=O)(=O)N(C)C3CCCCC3)cc2c1C,3,-3,0,-0.9%,-14,.,22,0.9,-1
COc1ccc2c(Cl)c(C(=O)N/N=C/c3c(C)[nH]c4ccccc34)sc2c1,2,-3,20,1.2%,-2,-5,-3,1.2,0
CSCCC(NC(=O)/C(=C/c1ccco1)NC(=O)c1ccc(Br)o1)C(=O)O (stereo not drawn),6,0,7,-4.7%,14,-12,-18,0.0,-7
COc1ccc(CN(Cc2ccc(C(=O)O)cc2)C(=S)Nc2cccc(C)c2)cc1OC,0,-6,3,-0.9%,21,-7,-29,0.2,-8
O=C(c1cc([N+](=O)[O-])ccc1N1CCOCC1)N1CCN(c2ccccc2)CC1,3,-6,-2,0.1%,-6,-8,-11,-1.4,.
COc1ccc(CN2C(=O)c3c(c(C)n(C)c3C)C2C(=O)NC2CCC(C)CC2)cc1 (stereo not drawn),2,-1,-7,-0.8%,4,-11,-9,1.1,7
CCCn1c(=O)[nH]c(=O)c2c1nc(-c1ccc3c(c1)OCCO3)n2CCN1CCOCC1,1,-1,6,5.0%,2,-3,-5,-0.1,-10
